High-throughput results: PubChem, National Center for Advancing Translational Sciences (NCATS)
RGS4 inh = human RGS4 inhibition; P49798; Transcreener GDP fluorescence polarization, RGS4-accelerated GTP hydrolysis; Potency, µM (titrated, usually from 114 µM), for the others: at the top dose activity change, negative = inhibition, usual class: inhibitors; 390,000 tested, 0.039% active; further: potency means the concentration at half of the fitted maximal effect; on the % scale 0 is the no-effect control and ±100 the full control effect; nearly all actives have a fitted effect of over 75% in size; some results filed as inactive show a strong effect at the top dose
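MLSMR compounds (23 nl, pin-transferred) preincubated 10 min at room temperature with a 500nM (2x) first reagent, then RGS4 at 900nM (2x) plus Transcreener GDP mix added; fluorescence polarization (620/688 nm) read before and after 90 min at 30 °C.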
ERG Ets-DNA blk = inhibitors of human ERG Ets domain-DNA interaction; P11308; fluorescence polarization, His-ERG Ets domain / labelled DNA; Potency, µM (titrated, usually from 76.9 µM), without a hit: top-dose FP activity, negative = inhibition, hits mostly inhibitors; 370,000 tested, 0.028% active; active means well fitted inhibition curve with a large enough effect in the polarisation, with a control signal flat; inconclusive means small, poorly fitted or top-dose-only effect, or effect the other way, or a change in a side signal; inactive means no such curve, though single readings can be large or run the other way; the % refers to the polarisation;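 further: polarization taken with two DNA probes labelled with fluorescein and Texas red; potency means the concentration at half of the fitted maximal effect; % of control where 0% means no effect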
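His-tagged ERG Ets domain (1 uM in the protein solution; 300mM KCl, 50mM Tris-HCl, 1mM EDTA, 1mM DTT, pH 7.5) received compound, then a probe mix of 5 nM fluorescein-DNA and 100nM Texas-615-DNA. Fluorescence polarization was read for both dyes.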
ALOX12 inh = ALOX12 (human) lipoxygenase inhibition; 580,000 tested, 1.1% active; Potency, µM (titrated, usually from 108 µM), inactives show at the highest dose activity change, negative = inhibition, actives largely listed as inhibitors; AID 1671190; purified 12hLO, xylenol orange hydroperoxide absorbance; further: potency means the concentration at half of the fitted maximal effect; on the % scale 0 is the no-effect control and ±100 the full control effect
Target sequence (P18054 whole entry, looked up): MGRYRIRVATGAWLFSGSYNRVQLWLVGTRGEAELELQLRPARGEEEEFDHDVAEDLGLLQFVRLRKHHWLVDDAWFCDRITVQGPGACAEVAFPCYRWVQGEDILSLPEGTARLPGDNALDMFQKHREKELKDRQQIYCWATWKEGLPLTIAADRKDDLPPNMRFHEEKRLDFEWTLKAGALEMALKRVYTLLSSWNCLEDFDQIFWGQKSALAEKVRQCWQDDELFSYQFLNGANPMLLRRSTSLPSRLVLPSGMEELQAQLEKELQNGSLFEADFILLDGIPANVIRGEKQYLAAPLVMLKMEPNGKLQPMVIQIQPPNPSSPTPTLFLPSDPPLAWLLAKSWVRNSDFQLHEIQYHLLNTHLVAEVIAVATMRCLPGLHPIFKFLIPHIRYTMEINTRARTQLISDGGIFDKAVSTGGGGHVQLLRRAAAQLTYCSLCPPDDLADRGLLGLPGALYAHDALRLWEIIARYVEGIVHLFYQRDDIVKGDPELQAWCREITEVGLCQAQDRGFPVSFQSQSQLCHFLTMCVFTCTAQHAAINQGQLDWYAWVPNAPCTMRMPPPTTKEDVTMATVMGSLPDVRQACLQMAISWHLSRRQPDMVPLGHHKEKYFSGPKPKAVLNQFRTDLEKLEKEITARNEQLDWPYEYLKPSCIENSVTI
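Purified human 12hLO at 150 nM in 25 mM Hepes, 0.01% Triton X-100, pH 7.0, preincubated 15 min at room temperature with compound. Reaction started with 40 uM arachidonic acid, 30 min at room temperature. Hydroperoxide measured by Fe-xylenol orange, 573/405 nm absorbance ratio.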
Pol eta inh = inhibitors of human DNA polymerase eta. Q9Y253. recombinant Pol eta, fluorescent DNA replication assay. Potency, µM (series often up to 114 µM), for inactives: top-dose activity change, negative = inhibition, actives largely listed as inhibitors. 390,000 tested, 1.2% active; further: potency means the concentration at half of the fitted maximal effect; on the % scale 0 is the no-effect control and ±100 the full control effect
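Pol eta (10 nM) was preincubated with compounds for 15 min at room temperature, after which fluorescent replication substrate (50 nM final) was added to start the reaction. Fluorescence was read kinetically at 0 and 10 min.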
APE1 inh = blocks human APE1 abasic DNA cleavage. P27695. recombinant APE1, TAMRA/BHQ-2 abasic DNA cleavage fluorescence. Potency, µM (doses to about 65.8 µM), without a hit: top-dose activity change, negative = inhibition, actives largely listed as inhibitors. 350,000 tested, 0.35% active. AID 2517;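 further: potency means the concentration at half of the fitted maximal effect; plate controls were vehicle for no effect and reference inhibitor for full effect; nearly all actives have a fitted effect of over 55% in size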
Target sequence (P27695 whole entry, looked up): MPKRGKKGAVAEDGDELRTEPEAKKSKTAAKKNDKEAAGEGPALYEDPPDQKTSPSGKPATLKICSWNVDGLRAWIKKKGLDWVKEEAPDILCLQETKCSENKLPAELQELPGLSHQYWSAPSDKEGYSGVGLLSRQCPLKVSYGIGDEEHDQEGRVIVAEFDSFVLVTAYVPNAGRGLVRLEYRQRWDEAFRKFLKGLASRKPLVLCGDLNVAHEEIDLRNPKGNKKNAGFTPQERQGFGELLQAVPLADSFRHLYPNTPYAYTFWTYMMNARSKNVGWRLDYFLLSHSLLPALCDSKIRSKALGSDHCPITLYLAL
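Substrate: short duplex with […] THF abasic site, 5'-TAMRA and 3'-BHQ-2, 50 nM final. APE1 at 0.75 nM, preincubated 15 min RT with compound. Fluorescence increase from first to third read measured activity.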
Apoferritin bind = candidate novel general anesthetic via apoferritin binding | P02791 | apoferritin/1-aminoanthracene competitive binding, fluorescence | Potency, µM (doses to about 77.5 µM), for the others: top-dose activity change, negative = displacement, most hits filed as inhibitors | 350,000 tested, 0.074% active; further: potency means the concentration at half of the fitted maximal effect; on the % scale 0 is the no-effect control and ±100 the full control effect; nearly all actives have a fitted effect of over 20% in size
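Horse-spleen apoferritin (10 uM) in 50% saturated 1-aminoanthracene in PBS was incubated 10 min at room temperature with compound. Fluorescence (ex 380, em 535 nm) was normalized to free and bound 1-AMA, with concentration-response fitted by a four-parameter Hill equation.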
LDHA block = blocks human lactate dehydrogenase A | P00338 | purified LDHA, NADH/diaphorase-resazurin fluorescence; active compounds read low | activity change, % (values are at about 110 or 230 µM) | 480,000 tested, 0.15% active; in the data active means activity change below about -30%; inconclusive means mostly about -25% to -30%;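 further: plate controls were DMSO wells for no effect and wells without enzyme for full effect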
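Enzyme activity of human lactate dehydrogenase 5 (2 nM; 0.06 mM NADH, 0.2 mM pyruvate, 5 min, RT) is measured via a resazurin/diaphorase fluorescence readout of residual NADH.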
POLK inh = inhibitors of human DNA polymerase kappa; Q9UBT6; 400,000 tested, 0.53% active; Potency, µM (doses to about 107 µM), without a hit: top-dose activity, negative = inhibition, most hits filed as inhibitors; purified Pol kappa, fluorescent DNA synthesis assay, 10 min; further: potency means the concentration at half of the fitted maximal effect; on the % scale 0 is the no-effect control and ±100 the full control effect
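Inhibition of 10 nM Pol kappa is measured by a fluorescent read-out at 0 and 10 min following addition of 50 nM substrate (final), with a 15-min room-temperature compound preincubation.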
Pol beta inh = inhibitors of human DNA polymerase beta; P06746; Pol beta primer extension/strand displacement, fluorescence kinetic; Potency, µM (titrated, usually from 114 µM), without a hit: at the highest dose activity change, negative = inhibition, most hits filed as inhibitors; 340,000 tested, 1.3% active; AID 485314; further: potency means the concentration at half of the fitted maximal effect; on the % scale 0 is the no-effect control and ±100 the full control effect
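Human Pol beta at 10 nM; strand-displacement substrate 50 nM final. Compound exposure 15 min at room temperature before start, reaction 10 min at room temperature.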
An asterisk follows results filed as active; ? = inconclusive; . = no result given; & = joins results of further samples; [ ] = remark or other dose. Unless noted, the call rests on the fitted dose curve; in most records, active means well fitted curve in the direction sought with a large enough effect; inconclusive means small, poorly fitted or top-dose-only effect, or another doubt; inactive means no such curve, though single readings can be large; an effect the other way counts as inactive or inconclusive. An excerpt; rates above refer to the full screens.

SMILES	RGS4 inh	ERG Ets-DNA blk	ALOX12 inh	Pol eta inh	APE1 inh	Apoferritin bind	LDHA block	POLK inh	Pol beta inh
CN(CCOc1ccccc1)C(=O)c1ccc2c(c1)OCO2	20%	-16%	17%	-26%	22%	.	-3	-13%	.
COc1ccc(F)cc1S(=O)(=O)NCC1CCCO1 (centres undefined)	-16%	-4%	30%[activator]	-24%	17%	-8%	2	5%	6%
CCOC(=O)Cn1nc(C)c(NC(=O)COc2ccccc2)c1C	-2%&-8%	12%&-7%	0%&-8%	-1%&-6%	4%	-3%&-10%	1&3	0%	17%&-26%
C/C(N)=C(/C#N)C(=O)CSc1nc(C2CCCCC2)n(-c2ccccc2)n1	-3%	0%&-6%	-8%&0%	-21%&-18%	-9%	?	-3&0	-6%&-7%	1%
CCOC(=O)/C(=N\Nc1ccccc1Cl)N(C)C1CCCCC1	-9%	20%	?	-8%	-5%	-11%	2	6%	-12%
O=C(c1ccccc1)c1cccn1CC(=O)N1CCN(c2ccccc2)CC1	0%	8%	116%[activator]	-4%	-2%	-21%	1	-1%	8%
CCOC(=O)N1CCN(C(=O)c2cc(COc3ccc(OC)cc3Cl)on2)CC1	-25%	4%	-11%	-16%	56%[activator]	?	4	-2%	0%
COc1ccc(C(C(=O)NC2CCCC2)N(C(=O)c2snc(C(N)=O)c2N)c2ccccc2OC)cc1OC (centres undefined)	9%	-1%	-3%	-22%	-7%	-6%	2	2%	25%
O=[N+]([O-])c1ccc2[nH]ncc2c1	22%	1%	-2%	-2%	24%	-10%	-5	-15%	33%[activator]
Cc1cc(C)c2nc(N(CCN(C)C)C(=O)c3ccc4ccccc4c3)sc2c1	22%	1%	-23%	-8%	55%[activator]	-17%	0	-11%	-11%
CC1(C)Cc2c(ccc3ccccc23)C2=C(C(=O)N3CCCC3)C(=O)C(=O)N21	-18%	-1%	?	-15%	-3%	-16%	-7	-3%	?
CCCCCSc1nc2c(c(=O)[nH]c(=O)n2C)n1C(C)C	-14%	-6%	32%[activator][57.4 µM]	-5%	0%	-13%	-5	-4%	13%
CC1CCN(C(=O)COC(=O)c2cc(=O)[nH]c3ccccc23)CC1	9%	33%[activator]	30%	-12%	-4%	.	1	5%	.
Cc1nc(C)c(-c2ccc(SCC(=O)Nc3ccc(Cl)c(Cl)c3)nn2)s1	-27%	15%	?	-16%	.	?	-1	-1%[60.1 µM]	-17%
C1CCc2nnc(C3CC3)n2CC1	1%	-2%	-16%	0%	1%	-3%	-10	-7%	3%
CCOC(=O)C(=O)c1c(-c2ccccc2)nc2ccccn12	0%	?	7%	-8%	-4%	-4%	3	18%	5%
CCC(=O)N/N=C(\C)CC(=O)Nc1cccc([N+](=O)[O-])c1	-6%	-9%	-27%	-11%	0%	-15%	-7	-3%	-3%
COc1ccc(OC)c(S(=O)(=O)N2CCCCC2C(=O)N2CCN(c3ccccn3)CC2)c1 (centres undefined)	-17%	11%	-8%	-10%	-2%	-14%	0	-5%	9%
C/C(=N\NC(=O)COc1ccccc1)c1ccc(O)cc1	-19%	1%	14%	-16%	3%	-15%	2	1%	6%
CCn1cc(CN2CCC(n3nccc3NC(=O)c3ccc(OC)cc3)CC2)cn1	1%[56.9 µM]	3%	2%	-2%	-14%	4%	-3	-19%	9%
Cc1cccc(C(=O)OC(C)C(=O)NC2CCCc3ccccc32)c1O (centres undefined)	22%	11%	-5%	-1%	7%	.	-4	-13%	.
CC(C)NC(=O)CN1C(=O)c2ccccc2S1(=O)=O	39%	1%	-2%	11%	10%	-2%	-8	3%	12%
CCN1CCN(C(=O)c2cc(S(=O)(=O)N3CCCCC3)ccc2Cl)CC1	-40%	2%	341%[activator]	?	27%	-4%	-4	-2%	0%
O=C(NCC1CCCO1)c1c[nH]c2ccc(S(=O)(=O)Nc3cccc(C(F)(F)F)c3)cc2c1=O (centres undefined)	1%	3%	-9%	-11%	.	?	3	-9%[60.1 µM]	?
COc1cccc(N2CC(C(=O)OC(C)C(=O)c3ccccc3)CC2=O)c1 (centres undefined)	-10%	-9%	-1%	-16%	1%	-16%	-2	-1%	-15%
COc1ccc(-n2nc3c(N4CCC(C(=O)NCCc5ccco5)CC4)nnc(C)c3c2C)cc1	-54%[56.9 µM]	4%	-26%	-7%	-2%	-16%	-15	-16%	?
COc1cccc(/C=C/c2ccncc2)c1OC	33%	-3%	?	-12%	-4%	-11%	-7	1%	34%
CC(C)CNc1oc(-c2ccccc2Cl)nc1C#N	8%	14%	-40%&-24%	-1%	-6%	-14%	4&-5	-9%	4%
COc1cc(OC)cc(-c2oc(=O)c3cc(OC)c(OC)cc3c2C(F)(F)F)c1	-5%	-18%	0%	-9%	-13%	.	-9	0%	.
CC(=O)c1c(C)n(-c2cccc(Cl)c2)c2ccc(OC(=O)c3ccccc3)cc12	-8%	3%	-13%	-14%	.	30%	3	7%	5%
COc1ccc(-c2ccc3c(c2)S(=O)(=O)c2cccc(C(=O)NC[C@@H]4CCCO4)c2C3=O)cc1OC	-23%	-1%	?	28µM*	3%	.	0	-10%	.
O=c1ccnc(SCc2ccccc2Cl)[nH]1	13%	-4%	-2%	-8%	11%	-16%	-9	-17%	27%
Nc1ccc(C(O)(C(F)(F)F)C(F)(F)F)cc1	25%	-1%	0%	-2%	2%	?	-10	-20%	14%
Cc1ccc(C(=O)N2CCC(C)CC2)cc1C	14%	.	-14%	-3%	0%	?	1	-13%	0%
Cc1ccc2oc(=S)n(C)c2c1	-16%	-10%	-3%	-3%	5%	0%	-1	-12%	10%
COC(=O)c1ccc(NC(=O)C(=O)NCCc2csc(-c3ccc(F)cc3)n2)cc1	15%	5%	?	-11%	.	48%[activator]	-4	-7%[60.1 µM]	3%
O=C(C[n+]1cc[nH]c1)c1ccc(Cl)cc1	-12%	17%	0%	-2%	1%	-4%	-5	0%	18%
COc1cc2c(cc1NC(=O)COC(=O)C(CCSC)NC(=O)c1ccccc1Cl)oc1ccccc12 (centres undefined)	-10%	1%	-27%	?	2%	-7%	-5	-6%	9%
CCCCOc1ccccc1C1CC(=O)Nc2cc(OC)c(OC)cc21 (centres undefined)	4%	2%	-1%	-7%	.	-4%	-2	-15%	?
CCCCc1c(O)nc2sccn2c1=O	3%	-4%	6%	-14%	2%	4%	0	11%	1%
N#CC1=C(N)Oc2ccc3ccc(O)cc3c2C1c1cccnc1 (centres undefined)	3%	.	-12%[57.4 µM]	-8%	-4%	-3%	-5	-7%[60.1 µM]	0%
O=C(c1cccc([N+](=O)[O-])c1)N1CCCC(C(=O)N2CCc3ccccc3C2)C1 (centres undefined)	-15%	1%	9%	-2%	-10%	-13%	1	4%	17%
COc1ccc(/C=C/c2nc(C#N)c(NCc3ccc(F)cc3)o2)cc1OC	2%	1%	?	-14%	.	778%[activator]	7&-3	-23%	-25%
COCc1ccc(C(=O)N(C)CC2CCCN(CCc3ccccc3F)C2)o1 (centres undefined)	17%	12%	-3%	-15%	26%	9%	-2	10%	1%
CCN(CC)C(=O)CSc1nnc([C@H](Cc2c[nH]c3ccccc23)NC(=O)OC(C)(C)C)o1	-1%	10%	0%	-20%	14%	-23%	3	-3%	23%
CCCN1C(=O)c2ccc(C(=O)NC3=NCCS3)cc2C1=O	30%	14%	460%[activator]	4%	0%	-20%	-4	1%	7%
Cc1cccc(OCC(=O)Nc2ccc(N3CCN(C(=O)c4ccco4)CC3)cc2)c1C	-19%	-7%	0%	-12%	-2%	23%	4	5%	-1%
COc1ccc(/C=C(\NC(=O)c2ccc(OC)cc2)C(=O)N2CCCCC2)cc1	26%	-2%	8%	-8%	12%	-13%	-7	-11%	31%
CC(=O)N1CCc2cc(Br)cc(S(=O)(=O)N3CCC(C(=O)Nc4cccc(C)c4C)CC3)c21	7%	2%	?	-16%	.	-11%	-4	-23%	45µM*
CC(c1ccccc1)n1cc(C(=O)NCC2CCCO2)nn1 (centres undefined)	-21%	9%	-2%	-12%	4%	5%	-6	-4%	3%
COc1ccc(CCN2CC(C(=O)N(C)Cc3cccnc3)CC2=O)cc1OC (centres undefined)	2%	0%[15.4 µM]	?	-18%	2%	.	-5	2%	.
Cc1ccc(OCC(=O)NC(C)c2ccccc2)cc1C (centres undefined)	6%	1%	0%	-23%	3%	-4%	0	-1%	85%
Cc1cc(C)cc(NC(=O)CCn2cnc3cc(C)c(C)cc32)c1	-16%	-7%	14%	-15%	-1%	-16%	8	-5%	21%
CCC(CO)Oc1cc(NCc2ccccc2)c2ncn(C(C)C)c2c1 (centres undefined)	?	-6%	?	-9%	28%	.	20	11%	.
COc1cccc(CNC(=O)[C@@H](C)N2C(=O)N3CCc4c([nH]c5ccc(OC)cc45)C3(C)C2=O)c1 (some centres undefined)	-15%	0%	-5%	-25%	-1%	-14%	-5	9%	41%
